# GSK3A inh: human GSK-3 alpha kinase inhibition; P49840; ADP-Glo luminescence, 60 min; inhibition, % at 10 µM; 320,000 tested, 0.1% active; AID 2650;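 in the data active = inhibition above about 50%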;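 also: GST-tagged GSK-3 alpha with peptide substrate and 25 µM ATP; 0% = DMSO neutral wells and 100% = GW8510 positive control wells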
# Target sequence (P49840 whole entry, looked up): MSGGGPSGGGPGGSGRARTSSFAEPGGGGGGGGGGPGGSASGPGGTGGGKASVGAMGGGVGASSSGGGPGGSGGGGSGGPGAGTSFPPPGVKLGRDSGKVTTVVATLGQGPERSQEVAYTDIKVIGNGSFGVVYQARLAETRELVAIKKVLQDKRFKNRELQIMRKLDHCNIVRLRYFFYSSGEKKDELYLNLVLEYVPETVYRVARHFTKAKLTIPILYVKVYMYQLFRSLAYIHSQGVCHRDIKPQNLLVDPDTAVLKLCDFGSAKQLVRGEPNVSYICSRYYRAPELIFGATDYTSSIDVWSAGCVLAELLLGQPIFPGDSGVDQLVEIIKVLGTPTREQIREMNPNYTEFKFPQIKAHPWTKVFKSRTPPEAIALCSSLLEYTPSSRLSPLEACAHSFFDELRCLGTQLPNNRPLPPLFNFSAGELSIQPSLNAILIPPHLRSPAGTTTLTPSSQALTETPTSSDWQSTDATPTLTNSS
# Platelet DG rel: modulates dense granule release in human platelets; human platelet-rich plasma, SFLLRN dense granule ATP release, luminescence; inhibition, %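 (compounds screened at 7.5 µM in platelet-rich plasma)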; 300,000 tested, 0.22% active; AID 1663;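 active = mean replicate score, as percent of positive control, at or above 50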
# HSP90 inh: blocks HSP90-mediated luciferase refolding in reticulocyte lysate; Rabbit reticulocyte lysate, luciferase refolding luminescence, 3 h; inhibition, % at 5.6 µM; 290,000 tested, 0.91% active;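 active = inhibition above the screen-wide mean plus 3 SD, computed separately per campaign, cut at about 16% in these data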;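 also: 0% = DMSO wells and 100% = 60 µM geldanamycin wells; inhibitors lower the luminescence because luciferase stays unfolded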
# GSK3beta inhib: human GSK3beta kinase inhibition; P49841; activity score (negative = inhibition), % at 10 µM; AID 2097; GST-GSK3beta kinase, ADP-Glo luminescence, 60 min; active compounds read low; 300,000 tested, 0.038% active;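 active = more than half of replicate wells score below -50%, meaning over 50% inhibition versus plate controls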;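 also: 0% = median DMSO wells and -100% = median GW8510 positive control wells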
# Target sequence (P49841 whole entry, looked up): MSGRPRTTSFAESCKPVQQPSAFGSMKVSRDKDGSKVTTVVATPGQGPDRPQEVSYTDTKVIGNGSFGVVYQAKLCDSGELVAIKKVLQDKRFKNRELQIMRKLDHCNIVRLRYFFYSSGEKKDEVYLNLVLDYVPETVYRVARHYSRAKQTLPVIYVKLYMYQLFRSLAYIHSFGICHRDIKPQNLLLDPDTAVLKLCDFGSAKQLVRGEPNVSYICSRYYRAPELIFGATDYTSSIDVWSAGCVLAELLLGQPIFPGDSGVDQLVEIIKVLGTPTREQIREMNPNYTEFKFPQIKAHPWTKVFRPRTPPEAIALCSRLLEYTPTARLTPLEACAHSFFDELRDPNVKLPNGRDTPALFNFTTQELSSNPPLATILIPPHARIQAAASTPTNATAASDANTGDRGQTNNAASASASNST
#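 Test system – GST-tagged human GSK3beta kinase, cell-free · Incubation – 60 min enzyme reaction, room temperature · Signal – ADP-Glo luminescence · Also added – peptide substrate and ATP at 25 µM · Controls – DMSO neutral wells and GW8510 at 20 µM as positive · Buffer or medium – Tris/MgCl2 kinase buffer · Measure – Luminescence-derived activity versus plate DMSO and GW8510 wells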
# HSF-1 act: increases HSF-1 driven luciferase reporter signal; NIH3T3-HGL HSF-1 luciferase reporter, MG132, 8 h; 100% = twice DMSO control signal; activation, % at 9 µM; 300,000 tested, 1.7% active;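 active = mean replicate activation of at least 50% with a set share of replicates each reaching 50%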;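 also: 0% = median of the neutral control wells and 100% = twice that signal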
# KLF5 inhibitor: inhibitors of KLF5 expression | DLD-1 KLF5 promoter-luciferase reporter, luminescence | inhibition, % at 5 µM | 290,000 tested, 0.23% active;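 active = inhibition above a per-plate limit of that plate's mean compound inhibition plus 3 SD, cut at about 60% in these data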;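 also: 0% = DMSO wells and 100% = LY294002 at 200 µM; higher means less KLF5 promoter-driven luciferase light; inactives centre near -14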
# Dyrk1A ADPGlo: Dyrk1A (rat) kinase inhibition | Q63470 | ADP-Glo luminescence, NFATc1 peptide | inhibition, % at 12.5 µM | 310,000 tested, 0.43% active | AID 504441; in the data active = inhibition above about 50%;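 also: plate controls were vehicle with enzyme for no effect and no enzyme for full effect; many of its hits are not listed in these tables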
# aSyn UTR inh: 5' untranslated region of α-synuclein, MLPCN primary screen; inhibition, % (tested at 7.5 µM); 300,000 tested, 0.82% active; alpha-synuclein 5'UTR reporter, inhibitor activity; in the data active = inhibition above about 60%;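 also: H4 neuroglioblastoma cells stably carrying SNCA 5'UTR luciferase fusion; 0% = DMSO wells and 100% = positive control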
# HSF1 inhib: HSF1 inhibition; NIH3T3-HGL HSE-luciferase, MG132-induced, luminescence 8 h; active compounds read low; activity change, negative = inhibition, % at 7.5 µM (by protocol); 300,000 tested, 0.77% active;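 active = more than half of replicate wells show activity change below -50%, luminescence cut by over half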;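 also: luciferase reports HSF-1 transcriptional activity via heat shock element; 0% = median of DMSO wells and -100% = zero luminescence signal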
# IEC-6 cytotox: counter-screen for KLF5 inhibitors: cytotoxicity in IEC-6 cells; IEC-6 cytotoxicity, luminescence viability; 290,000 tested, 0.78% active; inhibition, % at 5 µM; in the data active = inhibition above about 22%;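 also: 0% = plate median of test compound wells and 100% = cytotoxic reference compound wells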
# An asterisk follows results filed as active; . = no result given. A portion of the library, so the mix of outcomes need not match the whole.
# The first 11 records (preview)
# Each structure is followed by: GSK3A inh	Platelet DG rel	HSP90 inh	GSK3beta inhib	HSF-1 act	KLF5 inhibitor	Dyrk1A ADPGlo	aSyn UTR inh	HSF1 inhib	IEC-6 cytotox
CCOC(=O)Cc1cc(=O)n2[nH]c(C)c(-c3ccc(OC)cc3)c2n1
    -3	5	-2	2	1	-10	35	-18	-2	1
Cn1nc(C(=O)Nc2ccc(S(=O)(=O)N3CCCCC3)cc2)c2ccccc2c1=O
    .	-1	-1	-1	-5	-26	.	13	-1	-7
Cn1ncc(Br)c1C(=O)NC1C2CC3CC(C2)CC1C3 (stereo not drawn)
    4	-44	3	-1	28	-19	2	11	5	2
CCCCOCCCNC(=O)N[C@H](C(=O)OC)C(C)C
    -2	3	1	1	-9	-8	8	2	-8	1
CC(C)C(C)NC(=O)COc1ccc(S(=O)(=O)N2CCOCC2)cc1Cl (stereo not drawn)
    -1	1	2	0	-13	7	2	-2	4	3
O=C1C2C3C=CC(C2C(=O)N1c1nccs1)C1C(=O)N(c2nccs2)C(=O)C31 (stereo not drawn)
    -2	-3	-2	-2	20	0	-1	-5	-4	-13
O=[N+]([O-])c1ccc(C(O)CN2CCN(Cc3ccccc3)CC2)cc1 (stereo not drawn)
    -2	4	0	0	1	9	0	9	-1	-3
CN(C)c1ccc(C(=O)N2CCCC2)cc1
    1	26	-1	2	-8	-22	0	0	-3	-7
O=C(OCC(=O)N1CCN(S(=O)(=O)c2ccc(Cl)cc2)CC1)C1CCC1
    -2	-3	.	1	-26	.	-8	-16	-20	.
COc1ccc(C2C3=C(OC(C)=O)c4ccccc4C3=Nc3c2c(=O)n(C)c(=O)n3C)cc1 (stereo not drawn)
    -2	-3	3	1	3	-4	-2	-17	-2	-7
CCCC1(c2ccccc2)NC(=O)N(CC(=O)Nc2ccccc2C(F)(F)F)C1=O (stereo not drawn)
    0	-7	-6	0	1	-18	2	-3	-7	-5

# The whole of this part (from the top)
# Each structure is followed by: GSK3A inh	Platelet DG rel	HSP90 inh	GSK3beta inhib	HSF-1 act	KLF5 inhibitor	Dyrk1A ADPGlo	aSyn UTR inh	HSF1 inhib	IEC-6 cytotox
CCOC(=O)Cc1cc(=O)n2[nH]c(C)c(-c3ccc(OC)cc3)c2n1
    -3	5	-2	2	1	-10	35	-18	-2	1
Cn1nc(C(=O)Nc2ccc(S(=O)(=O)N3CCCCC3)cc2)c2ccccc2c1=O
    .	-1	-1	-1	-5	-26	.	13	-1	-7
Cn1ncc(Br)c1C(=O)NC1C2CC3CC(C2)CC1C3 (stereo not drawn)
    4	-44	3	-1	28	-19	2	11	5	2
CCCCOCCCNC(=O)N[C@H](C(=O)OC)C(C)C
    -2	3	1	1	-9	-8	8	2	-8	1
CC(C)C(C)NC(=O)COc1ccc(S(=O)(=O)N2CCOCC2)cc1Cl (stereo not drawn)
    -1	1	2	0	-13	7	2	-2	4	3
O=C1C2C3C=CC(C2C(=O)N1c1nccs1)C1C(=O)N(c2nccs2)C(=O)C31 (stereo not drawn)
    -2	-3	-2	-2	20	0	-1	-5	-4	-13
O=[N+]([O-])c1ccc(C(O)CN2CCN(Cc3ccccc3)CC2)cc1 (stereo not drawn)
    -2	4	0	0	1	9	0	9	-1	-3
CN(C)c1ccc(C(=O)N2CCCC2)cc1
    1	26	-1	2	-8	-22	0	0	-3	-7
O=C(OCC(=O)N1CCN(S(=O)(=O)c2ccc(Cl)cc2)CC1)C1CCC1
    -2	-3	.	1	-26	.	-8	-16	-20	.
COc1ccc(C2C3=C(OC(C)=O)c4ccccc4C3=Nc3c2c(=O)n(C)c(=O)n3C)cc1 (stereo not drawn)
    -2	-3	3	1	3	-4	-2	-17	-2	-7
CCCC1(c2ccccc2)NC(=O)N(CC(=O)Nc2ccccc2C(F)(F)F)C1=O (stereo not drawn)
    0	-7	-6	0	1	-18	2	-3	-7	-5
CCCCSc1nnc(-c2cc(Br)ccc2N)c(=O)[nH]1
    -3	-3	-2	2	-2	-9	7	-37	4	2
COc1ccc(CCn2c(NCc3ccco3)nc3c2c(=O)[nH]c(=O)n3C)cc1
    3	3	3	3	4	-35	6	0	0	0
CC(=O)Nc1ccc(S(=O)(=O)NCC2CCC(C(=O)NCCC3=CCCCC3)CC2)cc1 (stereo not drawn)
    -1	-15	3	1	-2	-38	-1	7	-2	-7
C/C(=N\NC(=O)c1cc(-c2cccc([N+](=O)[O-])c2)n[nH]1)c1ccc(F)cc1
    2	2	-2	-3	3	-1	6	4	-5	6
COC(=O)CNC(=O)Cn1nc(C)c([N+](=O)[O-])c1C
    -1	11	2	0	2	-17	.	14	-10	-3
COc1ccccc1N1C(=O)c2ccc(C(=O)Nc3ccc(C(=O)O)cc3)cc2C1=O
    -2	-2	2	-1	-2	-22	3	-5	-3	0
COc1cc(CN2CCN(c3cccc(C)c3C)CC2)cc(Br)c1O
    2	12	6	-1	-6	-5	-7	9	-1	-2
COc1cc(/C=N/NC(=O)c2ccncc2)cc(OC)c1OC
    2	0	3	-4	3	-29	12	-14	-3	0
CCc1ccc(N2CC(C(=O)Nc3ccc(S(=O)(=O)NCC4CCCO4)cc3)CC2=O)cc1 (stereo not drawn)
    -2	2	-2	2	5	8	1	24	-2	1
COC(=O)c1c(NC(=O)c2ccoc2C)sc(C)c1C
    0	-9	0	0	7	-34	-3	-1	1	3
NSc1nc(N)c2nc(-c3ccccc3)c(-c3ccccc3)nc2n1
    -1	5	-2	1	-8	-24	2	24	-1	1
CC(C)(C)NC(=O)NC(=O)CN1CCN(S(=O)(=O)/C=C/c2ccccc2)CC1
    -1	0	-4	-2	-6	-7	-3	28	-1	-1
Cc1ccc(-c2cc(C(=O)Nc3cc(C)ccc3C)[nH]n2)c(O)c1
    -1	6	4	-2	1	-23	-6	-86	-4	1
Cn1c(N)c(S(=O)(=O)N2CCN(C(=O)c3ccco3)CC2)c(=O)n(C)c1=O
    -2	1	0	5	-2	-40	-6	-2	-1	4
COc1cc(C(C)=O)ccc1Oc1ncnc2c1cnn2-c1ccc(C)c(C)c1
    .	1	0	-2	-20	-10	-8	-27	-12	2
COc1ccc(OCC(=O)Nc2cc(-c3nn(C)c(=O)c4ccccc34)ccc2N2CCOCC2)cc1
    1	5	5	-4	5	-7	0	39	1	1
COc1ccc(N(CC(=O)N2c3ccccc3CC2C)S(=O)(=O)c2c(C)noc2C)cc1 (stereo not drawn)
    -2	0	2	1	4	-17	0	18	-1	3
Cc1cc(C)cc(C(=O)N2CCN(Cc3ccc4c(c3)OCO4)CC2)c1
    -6	6	1	3	12	3	5	35	0	-1
COCCCN(C(=O)Cc1coc2cc(C)c(C)cc12)c1c(N)n(Cc2ccccc2)c(=O)[nH]c1=O
    -1	-13	.	4	-4	.	2	4	0	.
CCCOc1ccc(C2C(=O)N(C3CCCCC3)CC(=O)N2CCCOCC)cc1OC (stereo not drawn)
    1	22	4	3	0	-4	-2	-1	2	-2
CSCCC(NC(=O)c1ccccc1Cl)C(=O)OCC(=O)N1CCCC1=O (stereo not drawn)
    -4	-23	.	0	11	.	-3	-1	0	.
Cc1ccccc1S(=O)(=O)Nc1nc2ccccc2nc1Cl
    -1	0	0	3	-57	-11	-3	0	-45	-6
O=C(O)CCC(=O)N1CCc2cc(S(=O)(=O)N(CCc3ccccc3)Cc3ccccc3)ccc21
    -3	0	-3	4	1	-32	.	31	-1	-4
O=C(CNC(=S)N(Cc1ccccc1)Cc1cccnc1)NCCc1ccccc1
    0	-17	4	-1	-8	-22	-5	20	6	3
CC(=O)NC(=S)Nc1ccccc1C(=O)Nc1ccccc1
    -2	-1	6	1	-3	-20	-2	-6	-7	12
CCOC(=O)CSc1nnc(CCCCCN2C(=O)c3cccc4cccc(c34)C2=O)o1
    -2	0	1	2	-5	-34	2	12	3	-1
Cc1cc(=O)n2c3ccccc3n(C)c2n1
    -2	-2	-2	2	3	-40	13	1	2	-2
CCOC(=O)N1CCN(C(=O)COc2cccc3c2CCN(Cc2ccccc2C)C3=O)CC1
    -1	22	7	2	8	5	1	10	3	7
CCCOC1CCCN(C(=O)CCc2nnc(CCCCc3ccccc3)o2)C1 (stereo not drawn)
    -1	1	-3	0	56*	-13	0	-55	27	1
COc1ccc(C(=O)O)c(O)c1
    2	6	.	3	9	.	-7	17	-1	.
CC(C)Cn1cc(C(=O)NCc2cccs2)c2c3ccccc3n(C)c2c1=O
    0	4	2	0	6	-5	2	12	-1	2
COc1cc(/C=C(\C#N)c2ccccn2)ccc1OCC(=O)Nc1ccc(Br)cc1
    -2	4	-3	-4	.	17	1	22	.	0
CN(CC(=O)Nc1ccc(F)c(F)c1F)c1cnccn1
    -1	7	5	2	5	11	.	-13	-2	1
CCN(CC)S(=O)(=O)c1ccc(C(=O)N2CCc3ccccc32)cc1
    -2	-1	-3	-3	2	3	-1	27	-4	-8
COc1ccc(C2Nc3ccccc3C(=O)N2c2ccc(C)cc2)cc1Cn1nnc2ccccc21 (stereo not drawn)
    -1	-2	5	-4	46	-187	-11	-122	13	-7
CC(C)(C)c1ccc(CN2N=C(/C=C/c3ccccc3)CCC2=O)cc1
    -2	1	-1	0	-9	-13	-3	5	-9	-10
COc1ccc(C2C(C(=O)c3ccc(C)o3)=C(O)C(=O)N2Cc2cccnc2)cc1OC (stereo not drawn)
    0	0	2	-1	-2	-11	-9	-5	-4	-2
COC(=O)[C@H](Cc1ccccc1)NC(=O)N1CCN(Cc2ccccc2)CC1
    3	4	0	1	7	-2	3	-3	4	2
CC(=O)N1CCc2cc(Br)cc(S(=O)(=O)CCC(=O)Nc3c(C)n(C)n(-c4ccccc4)c3=O)c21
    -10	5	-4	2	1	-13	.	10	-2	1

# Continued.
# Each structure is followed by: GSK3A inh	Platelet DG rel	HSP90 inh	GSK3beta inhib	HSF-1 act	KLF5 inhibitor	Dyrk1A ADPGlo	aSyn UTR inh	HSF1 inhib	IEC-6 cytotox
COC(=O)c1cc2n3ccccc3c(C)c(-c3ccccc3)c-2c1C(=O)OC
    10	1	-2	0	11	-4	0	5	14	-3
CCOC(=O)C1=C(O)C(=O)N(c2ccc(S(N)(=O)=O)cc2)C1c1ccccc1 (stereo not drawn)
    1	3	0	-1	-6	-2	0	0	0	5
CC(=O)c1ccc(Oc2cc(-c3ccccc3)nc(-c3ccccc3)n2)cc1
    -3	-5	-3	3	0	-36	-7	-9	4	3
CCN(C(=O)CSc1cc(C)c2cccc(C)c2n1)C1CCS(=O)(=O)C1 (stereo not drawn)
    0	-7	-1	-3	3	-24	19	-80	-7	-3

# Assay outcomes from PubChem.
